PLK1 PBD block = PLK1 (human) polo-box domain binding inhibition | P53350 | Plk1 PBD binding of FITC phosphopeptide, fluorescence polarization | Potency, µM, inactives show max response, negative = inhibition, most hits filed as inhibitors | hit rate 2.8% among 360,000 | AID 720504; also: potency is read from the fitted curve at half-maximal effect; series mostly up to about 57 µM; % is scaled to controls: 0 for no effect and ±100 for the full control effect; nearly all actives have a fitted effect of over 65% in size
EPAC1 ag = activates human EPAC1 exchange factor. EPAC1 agonist qHTS, biochemical assay; response scale: 100% = response to 6.5 mM cAMP. AID 720707. Potency, µM (highest dose often 154 µM), for inactives: top-dose activation, hits mostly activators. hit rate 0.073% among 360,000. O95398; also: potency is read from the fitted curve at half-maximal effect; nearly all actives have a fitted effect of over 60% in size
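Multi-concentration qHTS readout: loss of Rap1B-bound BODIPY-GDP fluorescence driven by 100 nM EPAC1 with excess GDP (50 uM), monitored kinetically at room temperature; agonist response expressed relative to 6.5 mM cAMP.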
Abeta yeast res = restores growth of yeast expressing A-beta42 peptide; Potency, µM (highest dose often 46.1 µM), for the others: top-dose growth rescue, actives largely listed as activators; yeast expressing A-beta42, growth rescue, OD600, 48 h; response scale: 0% DMSO, 100% iron-clioquinol control; AID 1347071; hit rate 0.063% among 410,000; also: potency is read from the fitted curve at half-maximal effect; nearly all actives have a fitted effect of over 55% in size
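Growth rescue measured by 600 nm absorbance after 48 h yeast culture at 30 C with compound. Values normalized between DMSO and an equimolar ferric chloride plus clioquinol control.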
FUS yeast rescue = rescues growth of FUS-expressing yeast | S. cerevisiae FUS-expressing, growth rescue, OD600, 24 h | Potency, µM (top dose mostly 76.6 µM), inactives show at the highest dose growth rescue (activation), usual class: activators | hit rate 0.24% among 390,000 | AID 1347120;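 also: potency is read from the fitted curve at half-maximal effect; plate controls were DMSO vehicle for no effect and reference control for full effect; nearly all actives have a fitted effect of over 55% in size; some results filed as inactive show a strong effect at the top dose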
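Galactose (2%) drives FUS expression in yeast precultured in raffinose; seeding density OD 0.005. Test compounds incubated 24hr at 30C and 99% humidity before absorbance at 600 nm was measured.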
PI5P4Ka inh = inhibitors of human PI5P4K alpha. P48426. PI5P4Kalpha enzyme, ADP-Glo luminescence, 60 min; stronger effect = lower value. max response, %. hit rate 1.2% among 330,000; active = max response of -50% or lower; inconclusive = between -30% and -50%; inactive = -30% or higher; also: value at the top dose of about 77 µM; % is scaled to controls: 0 for no effect and ±100 for the full control effect
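PI5P4Kalpha ADP-Glo assay; 5 microM ATP final; 60 min RT reaction; HEPES pH 7.4/EGTA/CHAPS, 5% DMSO; controls lacking substrate or enzyme; luminescent end-point.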
EPAC1 antagonist = antagonists of human EPAC1; O95398; EPAC1 GEF assay, Rap1b-BODIPY-GDP exchange fluorescence; Potency, µM (series often up to 115 µM), inactives show top-dose activity change, negative = inhibition, usual class: inhibitors; hit rate 0.14% among 360,000;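 also: potency is read from the fitted curve at half-maximal effect; plate controls were vehicle for no effect and positive control for full effect; nearly all actives have a fitted effect of over 50% in size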
WRN helicase inh = WRN helicase (human) inhibition | hit rate 0.46% among 360,000 | AID 651768 | Potency, µM (doses to about 114 µM), for the others: at the top dose activity change, negative = inhibition, actives largely listed as inhibitors | WRN helicase unwinding, fluorescent forked duplex, kinetic | Q14191; also: potency is read from the fitted curve at half-maximal effect; % is scaled to controls: 0 for no effect and ±100 for the full control effect; nearly all actives have a fitted effect of over 55% in size
Target sequence (Q14191 whole entry, looked up): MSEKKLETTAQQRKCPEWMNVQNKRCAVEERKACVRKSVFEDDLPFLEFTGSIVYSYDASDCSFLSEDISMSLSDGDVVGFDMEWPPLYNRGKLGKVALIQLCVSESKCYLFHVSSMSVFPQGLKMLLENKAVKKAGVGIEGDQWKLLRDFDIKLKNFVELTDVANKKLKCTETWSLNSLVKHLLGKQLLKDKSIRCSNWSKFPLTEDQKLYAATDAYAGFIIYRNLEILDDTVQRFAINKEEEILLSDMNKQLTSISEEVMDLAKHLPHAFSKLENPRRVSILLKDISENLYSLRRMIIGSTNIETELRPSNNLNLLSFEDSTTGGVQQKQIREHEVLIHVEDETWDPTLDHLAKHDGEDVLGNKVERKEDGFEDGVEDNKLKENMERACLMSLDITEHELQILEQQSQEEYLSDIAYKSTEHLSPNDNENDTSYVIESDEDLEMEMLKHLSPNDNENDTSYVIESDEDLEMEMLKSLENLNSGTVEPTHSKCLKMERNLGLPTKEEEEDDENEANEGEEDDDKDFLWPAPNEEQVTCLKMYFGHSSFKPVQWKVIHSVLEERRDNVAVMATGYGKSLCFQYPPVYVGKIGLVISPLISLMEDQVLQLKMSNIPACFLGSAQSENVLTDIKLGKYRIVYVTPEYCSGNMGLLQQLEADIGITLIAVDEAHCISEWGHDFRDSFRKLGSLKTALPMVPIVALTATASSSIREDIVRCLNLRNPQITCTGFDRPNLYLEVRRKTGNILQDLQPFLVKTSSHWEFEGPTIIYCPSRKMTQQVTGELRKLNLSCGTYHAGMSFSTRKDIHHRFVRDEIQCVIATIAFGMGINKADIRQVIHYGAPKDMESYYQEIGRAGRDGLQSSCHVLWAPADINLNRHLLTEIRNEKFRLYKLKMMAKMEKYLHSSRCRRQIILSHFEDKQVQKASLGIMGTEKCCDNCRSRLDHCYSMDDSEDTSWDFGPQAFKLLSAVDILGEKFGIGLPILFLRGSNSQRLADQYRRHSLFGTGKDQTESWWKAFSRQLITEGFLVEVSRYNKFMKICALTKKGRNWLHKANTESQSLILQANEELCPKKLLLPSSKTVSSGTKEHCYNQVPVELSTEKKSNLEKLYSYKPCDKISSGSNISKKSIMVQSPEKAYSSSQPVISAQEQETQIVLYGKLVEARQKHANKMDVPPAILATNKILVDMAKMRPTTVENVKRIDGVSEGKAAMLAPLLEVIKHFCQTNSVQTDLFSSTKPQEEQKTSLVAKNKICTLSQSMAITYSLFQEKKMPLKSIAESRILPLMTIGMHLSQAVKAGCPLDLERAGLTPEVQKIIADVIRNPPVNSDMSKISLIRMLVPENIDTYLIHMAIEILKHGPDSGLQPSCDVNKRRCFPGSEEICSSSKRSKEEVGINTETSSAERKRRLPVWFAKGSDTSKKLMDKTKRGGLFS
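Screening of the MLSMR collection measured strand separation of a quenched forked DNA duplex (100 nM) by 20 nM WRN with 2 mM ATP, all final. Compounds were preincubated with enzyme 15 min at room temperature.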
IL-2 act = activators of IL-2; IL-2 activation reporter assay, cell-based qHTS; stimulated with anti-CD3/CD4/CD28 beads; in transgenic mouse T cells; activation, % (series mostly up to about 46 µM); hit rate 0.065% among 360,000; AID 652025; in the data active = activation above about 50%; inconclusive = mostly about 30% to 49%; also: 0% is about no effect
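Unstimulated transgenic mouse T cells; 60-min compound exposure; bead-based TCR/CD4/CD28 stimulation; 18 h culture, 37 degrees C; dual fluorescence (EGFP, DsRed) plate cytometry.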
* marks the source's active call; other numbers are inactive results; ? = inconclusive; · = not tested or not shown; [ ] = dose if it differs, or a comment. Unless noted, calls follow the shape of the dose curve; as a rule, active = well fitted curve in the direction sought with a large enough effect; inconclusive = small, poorly fitted or top-dose-only effect, or another doubt; inactive = no such curve, though single readings can be large; an effect the other way counts as inactive or inconclusive.

1) CC(=O)OC1CC2(O)C3CCC4CC(O)CCC4(C)C3CCC2(C)C1C1=CC(=O)OC1 (configuration not stated)
2) COc1ccc(-c2ccc3c(c2)CN(CC(C)C)Cc2cnnn2-3)cc1
3) COc1ccc(C2C(C(=O)N3CCC4(CC3)OCCO4)CC(=O)N2c2ccc(OC)cc2)cc1 (configuration not stated)
4) O=C(Cc1ccc(N(CCCl)CCCl)cc1)NC(Cc1ccc(Cl)cc1)C(=O)O (configuration not stated)
5) CCOP(=S)(OCC)SCC(=O)NC(C(=O)O)C(C)C (configuration not stated)
6) Cc1ccc2c(c1)N(C(=O)CCC(=O)N1CCC3(CC1)OCCO3)CC(C)O2 (configuration not stated)
7) O=c1[nH]c(=S)n(CCC2=CCCCC2)c(O)c1C=NCCCn1ccnc1
8) CN(C)P1(N(C)C)=NC(C(F)(F)F)=NC(C(F)(F)F)=N1
9) COc1ccc(CNC(=O)CCC(=O)N2C[C@H]3C[C@H](C2)c2cccc(=O)n2C3)cc1
10) COc1ccc(Cn2c(O)c(C=Nc3c(C)n(C)n(-c4ccccc4)c3=O)c(=O)[nH]c2=O)cc1

entry no.	1	2	3	4	5	6	7	8	9	10
PLK1 PBD block	0%	-8%	-1%	-9%	-3%	-9%	-8%	-14%	-8%	-2%
EPAC1 ag	-7%	6%	-4%	-13%	-4%	5%	16%	6%	-22%	-4%
Abeta yeast res	7%	-12%	6%	9%	16%	·	-8%	9%	-18%	-18%
FUS yeast rescue	·	-10%	?	-4%	-1%	-2%	26%	-13%	1%	29%
PI5P4Ka inh	-3	-10	4	12	0	3	-3	0	4	-6
EPAC1 antagonist	10%	-11%	10%	0%	4%	-9%	-8%	-7%	5%	9%
WRN helicase inh	6%	-5%	-10%	2%	-1%	-4%	-10%	6%	2%	-3%
IL-2 act	-0.4	-0.8	-3.0	-0.3	0.4	0.1	-1.7	-2.4	0.3	0.3

Overlap with the part before: two entries, then new ones.
9) COc1ccc(CNC(=O)CCC(=O)N2C[C@H]3C[C@H](C2)c2cccc(=O)n2C3)cc1
10) COc1ccc(Cn2c(O)c(C=Nc3c(C)n(C)n(-c4ccccc4)c3=O)c(=O)[nH]c2=O)cc1
11) O=C(c1c[nH]c2ccc(S(=O)(=O)N3CCC4(CC3)OCCO4)cc2c1=O)N1CCC2(CC1)OCCO2
12) CC(=O)OC[C@]12CCC(C)=C[C@H]1O[C@@H]1[C@H](O)[C@@H](OC(C)=O)[C@@]2(C)[C@]12CO2
13) Cc1cc(OCC(=O)O)c2c3c(c(=O)oc2c1)CCCC3
14) CCN(CC)Cc1c[nH]c2ccccc12
15) CN(C)CCN(C(=O)COc1ccc(Cl)cc1)c1nc2cc3c(cc2s1)OCO3
16) NNP(=O)(CC(=O)c1ccccc1)c1ccccc1 (configuration not stated)
17) COc1ccc(CCNCc2ccccc2)cc1
18) CC(=O)[C@H]1CCC2C3CC[C@H]4C[C@@H](O)CC[C@]4(C)C3CC[C@@]21C (some centres not stated)
19) O=C(O)Cc1cnc[nH]1
20) Cn1c(=O)cc(OCC(=O)N2CCC3(CC2)OCCO3)c2ccccc21

entry no.	9	10	11	12	13	14	15	16	17	18	19	20
PLK1 PBD block	-8%	-2%	-5%	-6%	-4%	-8%	-21%	-4%	-15%	2%	-12%	-6%
EPAC1 ag	-22%	-4%	3%	-3%	-3%	-8%	4%	15%	·	4%	-8%	-4%
Abeta yeast res	-18%	-18%	-5%	-89%[inhibitor]	-3%	23%	-16%	3%	-3%	-36%[inhibitor]	-11%	-16%
FUS yeast rescue	1%	29%	-4%	-14%	5%	-21%	12%	11%	-18%	-2%	-48%	18%
PI5P4Ka inh	4	-6	-12	0	5	-8	-1	10	-1	6	-3	-10
EPAC1 antagonist	5%	9%	-24%	-12%	-15%	-1%	?	1%	-6%	2%	-8%	25%
WRN helicase inh	2%	-3%	-6%	-10%	-15%	3%	18%	-1%	1%	-20%	2%	16%
IL-2 act	0.3	0.3	-0.6	-0.8	-1.0	0.6	-3.3	0.8	2.3	5.3	0.3	-2.8

21) CC(C)Cn1cc(C(=O)N2CCC3(CC2)OCCO3)c2c3ccccc3n(C)c2c1=O
22) O=c1c2ccccc2nc(CNc2ccccc2)n1-c1ccccc1
23) O=C(O)CSCC(=O)N(Cc1ccccc1)c1nc(-c2ccccc2)c(-c2ccccc2)s1
24) CN1CC[C@]23c4c5ccc(O)c4OC2C(O)C=CC3[C@H]1C5 (some centres not stated)
25) COc1ccc(C2SCC(=O)Nc3c2c(C)nn3-c2ccccc2)cc1OC (configuration not stated)
26) C[C@]12CCC3=C4CCC(=O)C=C4CC[C@H]3C1CC[C@@H]2O (some centres not stated)
27) c1nc2nc3c(c(N4CCNCC4)n2n1)CCCC3
28) Clc1ccc(CNCCc2ccc3c(c2)OCO3)cc1
29) CCOc1cc2c(cc1OCC)-n1cccc1C(c1ccc(OC)cc1)NC2 (configuration not stated)
30) CCOC(=O)[C@]12Cc3cc(C)ccc3[C@H]1N(C)C(=O)c1cc(OC)ccc12

entry no.	21	22	23	24	25	26	27	28	29	30
PLK1 PBD block	-3%	-15%	30µM*	-17%	-6%	-1%	-10%	-25%	-11%	6.7µM*
EPAC1 ag	7%	4%	18%	-6%	1%	-5%	-11%	10%	3%	-2%
Abeta yeast res	5%	15%	-4%	0%	-5%	-7%	-6%	-18%	5%	-28%
FUS yeast rescue	?	18%	?	-19%	-28%	15%	-39%	28%	17%	26%
PI5P4Ka inh	·	1	18	2	-2	-2	0	-5	0	-1
EPAC1 antagonist	4%	-5%	?	-22%	-1%	0%	8%	-16%	-3%	4%
WRN helicase inh	-7%	-3%	-30%	3%	10%	-3%	-11%	3%	5%	6%
IL-2 act	2.6	1.9	-2.4	-0.6	-1.9	1.3	0.1	0.7	-0.5	-0.8

Compounds listed so far that contain a Cl atom (3):
4) O=C(Cc1ccc(N(CCCl)CCCl)cc1)NC(Cc1ccc(Cl)cc1)C(=O)O (configuration not stated)
15) CN(C)CCN(C(=O)COc1ccc(Cl)cc1)c1nc2cc3c(cc2s1)OCO3
28) Clc1ccc(CNCCc2ccc3c(c2)OCO3)cc1

entry no.	4	15	28
PLK1 PBD block	-9%	-21%	-25%
EPAC1 ag	-13%	4%	10%
Abeta yeast res	9%	-16%	-18%
FUS yeast rescue	-4%	12%	28%
PI5P4Ka inh	12	-1	-5
EPAC1 antagonist	0%	?	-16%
WRN helicase inh	2%	18%	3%
IL-2 act	-0.3	-3.3	0.7

Additional compounds follow.
31) CCOC(=O)c1sc(/N=C/c2c(O)n(-c3cccc(C)c3)c(=O)[nH]c2=O)c(C#N)c1C
32) C[C@@H]1CN([C@H](C)CO)C(=O)CCCn2nncc2CO[C@@H]1CN(C)C(=O)Oc1ccccc1
33) COc1ccc(C(=O)C2CCCN(CCc3ccccc3)C2)cc1OC (configuration not stated)
34) CN(C)c1ccc(C=C2C(=O)NC(=S)NC2=O)cc1[N+](=O)[O-]
35) CN(CCc1nnc(N)s1)[N+](=O)[O-]
36) Cc1ccc(-n2c(C)cc(/C=C3\C(=O)NC(=O)N(C)C3=O)c2C)cc1C
37) COC(=O)C1=C(c2ccc(-c3ccccc3)c(F)c2)C[C@@H]2CC[C@H]1N2C(=O)NCCOc1ccccc1Cl
38) CC1=CC(C)C(COC(N)=O)(COC(N)=O)C(C)C1 (configuration not stated)
39) Cc1cccc(N2C(=O)NC(=O)/C(=C/c3cc4c(cc3[N+](=O)[O-])OCO4)C2=O)c1
40) Cc1cccc(N2C(=O)NC(=O)/C(=C/c3ccc([N+](=O)[O-])o3)C2=O)c1

entry no.	31	32	33	34	35	36	37	38	39	40
PLK1 PBD block	19µM*	-17%	1%	3.8µM*	?	-16%	-7%	-3%	5.3µM*	11µM*
EPAC1 ag	1%	-14%	-2%	3%	10%	10%	-22%	-1%	1%	-6%
Abeta yeast res	6%	-8%	-8%	9%	7%	12%	8%	-14%	-23%	2%
FUS yeast rescue	-1%	-16%	-7%	30%	-41%	·	?	4%	?	·
PI5P4Ka inh	-21	-2	2	-75*	10	-30	15	9	?	-78*
EPAC1 antagonist	4%	1%	0%	-19%	-2%	8%	-3%	-8%	-26%	?
WRN helicase inh	-17%	8%	-6%	?	-2%	-15%[57.1 µM]	2%	1%	50µM*	28µM*
IL-2 act	2.2	-1.3	-0.1	-0.5	2.6	2.4	-2.5	-0.1	-0.3	0.5

41) COc1cc([N+](=O)[O-])c2ncccc2c1[N+](=O)[O-]
42) COc1cc(C2c3cc4c(cc3CC3COC(=O)C32)OCO4)cc(OC)c1O (configuration not stated)
43) Cc1[nH]n(-c2ccccc2)c(=O)c1C(c1cccc([N+](=O)[O-])c1O)c1c(C)[nH]n(-c2ccccc2)c1=O
44) CCC(=NCc1ccc(F)cc1)c1c(O)n(C)c(=O)n(C)c1=O
45) N#Cc1ccc(Cn2cc(C(=O)c3ccco3)c3ccccc32)cc1
46) NCC(CC(=O)O)c1ccc(Cl)cc1 (configuration not stated)
47) Cc1c(OCC(F)(F)F)ccnc1CS(=O)c1nc2ccccc2[nH]1 (configuration not stated)
48) COc1ccc(OC)c(NC2=NCCCS2)c1
49) CC[C@H](C)/C=C(C)/C=C/C1=CC2=C(Cl)C(=O)[C@@](C)(OC(C)=O)C(=O)C2=CO1
50) COc1cc(/C=C2\C[C@H]3[C@@H]4CC=C5C[C@@H](N6CCCC6)CC[C@]5(C)[C@H]4CC[C@]3(C)[C@H]2O)cc(OC)c1OC
51) NNCc1cccc(O)c1

entry no.	41	42	43	44	45	46	47	48	49	50	51
PLK1 PBD block	-20%	-12%	8.4µM*	1%	-2%	-19%	27µM*	-2%	1.1µM*	-2%	-1%
EPAC1 ag	3%	1%	0%	1%	-6%	8%	-5%	-6%	7%	7%	3%
Abeta yeast res	-45%	-2%	7%	-14%	?	-7%	-17%	2%	-86%[inhibitor]	-7%	10%
FUS yeast rescue	-8%	·	?	18%	?	-16%	-18%	4%	16%	·	-19%
PI5P4Ka inh	-1	1	-10	·	0	4	-67*	-6	-87*	-4	-14
EPAC1 antagonist	-9%	-22%	56µM*	11%	?	8%	-21%	-8%	35µM*	-15%	-6%
WRN helicase inh	-7%	?	?	1%	-15%	·	-1%	3%	45µM*	1%	1%
IL-2 act	-0.2	-0.7	-2.9	-3.6	-2.1	-0.2	-0.5	0.4	0.3	-3.9	0.3

This is a subset; the hit share may differ from the screen's.
